High-throughput results from PubChem BioAssay.
POLK inh – DNA polymerase kappa (human) inhibition. 400,000 compounds, 0.53% hits. Potency, µM (titrated, usually from 107 µM), inactives show at the highest dose activity, negative = inhibition, usual class: inhibitors. Q9UBT6. AID 588579. purified Pol kappa, fluorescent DNA synthesis assay, 10 min; note: potency is the fitted concentration of half-maximal effect; % is set by controls: 0 for no effect and ±100 for the full control effect
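Kinetic fluorescence screen: compound preincubated 15 min RT with 10 nM enzyme; 50 nM substrate (final) initiates; reads at 0/10 min.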
BLM helicase inh – Bloom syndrome helicase (human) inhibition; recombinant BLM DNA unwinding, fluorescence dequenching; Potency, µM (series often up to 56.1 µM), for inactives: at the highest dose activity change, negative = inhibition, hits mostly inhibitors; 350,000 compounds, 0.2% hits;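 note: potency is the fitted concentration of half-maximal effect; plate controls were vehicle for no effect and no enzyme for full effect; nearly all actives have a fitted effect of over 35% in size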
GRP78 ERSR act – ER stress response induction in glioma; U87-MG GRP78 promoter luciferase reporter, 16 h; AID 602332; Potency, µM, for inactives: top-dose activation, usual class: activators; 420,000 compounds, 0.02% hits; note: potency is the fitted concentration of half-maximal effect; series mostly up to about 76 µM; % of control where 0% means no effect; nearly all actives have a fitted effect of over 35% in size
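ERSR induction read as luciferase luminescence (Bright-Glo, 10 min at room temperature) in stably transfected human U87-MG glioma cells exposed to compounds for 16 h, using GRP78 as sensor.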
Apoferritin bind – candidate novel general anesthetic via apoferritin binding | Potency, µM (titrated, usually from 77.5 µM), without a hit: top-dose activity change, negative = displacement, most hits filed as inhibitors | 350,000 compounds, 0.074% hits | AID 485281 | P02791 | apoferritin/1-aminoanthracene competitive binding, fluorescence; note: potency is the fitted concentration of half-maximal effect; % is set by controls: 0 for no effect and ±100 for the full control effect; nearly all actives have a fitted effect of over 20% in size
Target sequence (P02791 2-175 limits assumed): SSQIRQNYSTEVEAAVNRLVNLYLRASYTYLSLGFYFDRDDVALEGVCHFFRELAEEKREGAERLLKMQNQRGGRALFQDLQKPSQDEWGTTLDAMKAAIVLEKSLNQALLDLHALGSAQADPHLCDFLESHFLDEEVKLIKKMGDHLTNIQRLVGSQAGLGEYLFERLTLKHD
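Probe: 1-aminoanthracene (50% saturated, PBS). Protein: horse-spleen apoferritin, 10 uM. Incubation: 10 min, room temperature. Detection: 380 nm excitation, 535 nm emission. Analysis: normalized response, four-parameter Hill.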
POLH inh – blocks human DNA polymerase eta activity; 390,000 compounds, 1.2% hits; Q9Y253; recombinant Pol eta, fluorescent DNA replication assay; Potency, µM (titrated, usually from 114 µM), without a hit: top-dose activity change, negative = inhibition, hits mostly inhibitors; note: potency is the fitted concentration of half-maximal effect; % is set by controls: 0 for no effect and ±100 for the full control effect
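Fluorescent replication assay: 50 nM final substrate added after a 15 min room-temperature compound preincubation with 10 nM enzyme. Signal taken at 0 min and again at 10 min.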
Pol beta inh – inhibitors of human DNA polymerase beta | P06746 | Pol beta primer extension/strand displacement, fluorescence kinetic | Potency, µM (titrated, usually from 114 µM), for the others: at the top dose activity change, negative = inhibition, usual class: inhibitors | 340,000 compounds, 1.3% hits; note: potency is the fitted concentration of half-maximal effect; % is set by controls: 0 for no effect and ±100 for the full control effect
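Values derive from four-parameter Hill fits of normalized kinetic data: reads at 0 and 10 min following addition of 50 nM substrate to 10 nM Pol beta preincubated 15 min with compound.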
POLI inh – DNA polymerase iota (human) inhibition; Potency, µM (top dose mostly 115 µM), inactives show at the highest dose activity, negative = inhibition, actives largely listed as inhibitors; AID 588590; 390,000 compounds, 1% hits; Pol iota fluorescent replication assay, 10 min; Q9UNA4; note: potency is the fitted concentration of half-maximal effect
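Pol iota at 10 nM preincubated 15 min with compounds at room temperature; reaction started with fluorescent substrate, 50 nM final. Fluorescence read kinetically at 0 and 10 min; buffer-only wells as negative control.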
APE1 inh – blocks human APE1 abasic DNA cleavage; recombinant APE1, TAMRA/BHQ-2 abasic DNA cleavage fluorescence; 350,000 compounds, 0.35% hits; P27695; Potency, µM (titrated, usually from 65.8 µM), inactives show top-dose activity change, negative = inhibition, hits mostly inhibitors;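 note: potency is the fitted concentration of half-maximal effect; plate controls were vehicle for no effect and reference inhibitor for full effect; nearly all actives have a fitted effect of over 55% in size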
Target sequence (P27695 whole entry, looked up): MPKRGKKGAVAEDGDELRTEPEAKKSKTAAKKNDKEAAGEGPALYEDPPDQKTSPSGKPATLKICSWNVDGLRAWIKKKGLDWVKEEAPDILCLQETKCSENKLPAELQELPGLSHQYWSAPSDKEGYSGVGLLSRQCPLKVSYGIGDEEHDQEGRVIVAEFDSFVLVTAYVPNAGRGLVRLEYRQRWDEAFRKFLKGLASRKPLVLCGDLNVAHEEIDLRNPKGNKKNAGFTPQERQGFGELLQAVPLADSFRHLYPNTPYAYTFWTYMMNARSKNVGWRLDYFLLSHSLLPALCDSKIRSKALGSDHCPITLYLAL
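Quantitative HTS: incision of a TAMRA/BHQ-2 double-stranded substrate bearing a tetrahydrofuran abasic site by 0.75 nM APE1 raises fluorescence. Substrate 50 nM final, added after 15 min compound preincubation at room temperature; progress as third-minus-first kinetic read difference.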
LDHA block – blocks human lactate dehydrogenase A; P00338; purified LDHA, NADH/diaphorase-resazurin fluorescence; hits give low values; activity change, % (values are at about 110 or 230 µM); 480,000 compounds, 0.15% hits; AID 1347041; in the data active = activity change below about -30%; inconclusive = mostly about -25% to -30%;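 note: plate controls were DMSO wells for no effect and wells without enzyme for full effect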
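Remaining NADH was detected by diaphorase (0.133 mg/mL) converting 37 µM resazurin to fluorescent resorufin, read at 0 and 20 minutes. The preceding 5-minute room-temperature reaction used 2 nM LDHA, 0.2 mM sodium pyruvate and 0.06 mM NADH at pH 7.4.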
* = called active by the depositor; ? = inconclusive; . = no result given; & = joins results of further samples; [ ] = remark or other dose. Unless noted, calls come from the whole dose curve; as a rule, active = well fitted curve in the direction sought with a large enough effect; inconclusive = small, poorly fitted or top-dose-only effect, or another doubt; inactive = no such curve, though single readings can be large; an effect the other way counts as inactive or inconclusive.

SMILES	POLK inh	BLM helicase inh	GRP78 ERSR act	Apoferritin bind	POLH inh	Pol beta inh	POLI inh	APE1 inh	LDHA block
Cc1cc(S(=O)(=O)Nc2cccc(O)c2)c(C)s1	-4%	-4%	-5%	?	6%	3%	24%	10%	-4
C=C(C)COc1ccc(-c2ncnc(C(F)(F)F)c2-c2ccccc2)c(O)c1	-19%	-10%	-5%	-9%	-21%	3%	-13%	-21%	-3
CS(=O)(=O)Nc1cccc(-c2nc(Nc3ccccc3)c3ccccc3n2)c1	-7%[60.1 µM]	-4%	-5%	-4%	.	.	.	-3%	.
CCN(CC(=O)Nc1ccccc1C(F)(F)F)C(=O)C1CCC1	-3%	.	-3%	.	-20%	.	36%[activator]	9%	-5
O=S(=O)(NCC(c1ccco1)N1CCN(c2ccc(F)cc2)CC1)c1ccc2c(c1)OCCO2 (stereo unspecified)	-8%	-9%	-4%	-8%	-8%	80%	14%	-9%	-7
CC(=O)c1ccc(N2CCN(C(=O)c3ccc(Cn4c(=S)[nH]c5ccc(N6CCOCC6)cc5c4=O)cc3)CC2)cc1	-1%	-4%	-1%	-1%	-18%	4%	75%[activator]	3%	-7
CCOc1ccc(NS(=O)(=O)c2ccc(C(=O)N3CC(C)OC(C)C3)cc2)cc1 (stereo unspecified)	7%	.	?	.	-11%	.	3%	-16%	2
COc1ccc(F)cc1C(=O)C1CCCN(Cc2c[nH]c3ccccc23)C1 (stereo unspecified)	0%[60.1 µM]	1%	-2%	?	-13%	5%	33%[activator]	1%	0
COc1ccc(F)cc1C(=O)C1CCCN(C(=O)CCN2CCCCO2)C1 (stereo unspecified)	5%	-3%	-3%	-9%	-3%	-8%	12%	-1%	-2
CC(=O)N1N=C(c2ccc([N+](=O)[O-])cc2)CC1c1ccccc1Cl (stereo unspecified)	1%	-3%	0%	?	-7%	0%	5%	12%	2
CCCCOC(=O)/C(=C\c1ccc([N+](=O)[O-])o1)NC(=O)c1ccccc1	5%	1%	-4%	-7%	-10%	?	-2%	4%	2
NC(=O)NNC(=S)Nc1cccc2ccccc12	-12%	0%	-2%	-6%	4%	51%	137%[activator]	14%	-3
Cc1nc2ccccc2nc1OCC(=O)Nc1ccccc1	-9%	1%	-3%	-1%	-11%	26%	15%	-4%	-1
O=C(NCCC(c1ccccc1)c1ccco1)c1cccs1 (stereo unspecified)	4%	-11%	-10%	-10%	-23%	4%	29%	-9%	-1
O=C(Nc1nnc(SCc2ccc(Cl)cc2)s1)c1cnccn1	-2%	-1%	-2%	-1%	?	-25%	-3%	-4%	0
CN1CCCN(C(=O)CSc2ccccc2)CC1	3%	1%	2%	0%	2%	7%	26%	5%	-2
Cc1cc(C)nc(-n2nc(C)c(Sc3ccc(F)cc3)c2N)n1	3%	-3%	4%	-22%	-19%	1%	26%	1%	-1
Cc1ccccc1-n1c(SCC(=O)N2CCOCC2)nc(O)cc1=O	0%	0%	-4%	5%	4%	28%	-2%[58.9 µM]	16%	-4
Cc1cc(C(F)(F)F)nc(NCc2ccc(F)cc2)n1	-13%	-8%	-1%	?	-7%	12%	7%	-4%	-3
CC(=O)NC1(C(F)(F)F)C(=O)Nc2c1c(=O)[nH]c(=O)n2-c1ccccc1 (stereo unspecified)	-13%	-1%	-1%	16%	-14%	-22%	43%[activator]	5%	-5

Brought forward from above: two entries; new compounds follow.
SMILES	POLK inh	BLM helicase inh	GRP78 ERSR act	Apoferritin bind	POLH inh	Pol beta inh	POLI inh	APE1 inh	LDHA block
Cc1cc(C(F)(F)F)nc(NCc2ccc(F)cc2)n1	-13%	-8%	-1%	?	-7%	12%	7%	-4%	-3
CC(=O)NC1(C(F)(F)F)C(=O)Nc2c1c(=O)[nH]c(=O)n2-c1ccccc1 (stereo unspecified)	-13%	-1%	-1%	16%	-14%	-22%	43%[activator]	5%	-5
CCc1ccc2nc(NC(=O)Cn3cnc4ccccc4c3=O)sc2c1	-25%	-3%	5%	-3%	-16%	?	5%	-3%	-12
O=C(Nc1ccccc1)O/N=C1/CCCc2occc21	0%	0%	2%	-14%	1%	15%	18%	12%	-9
CCN1CCN(C(=O)c2ccc3c(c2)N(Cc2c(F)cccc2Cl)C(=O)c2ccccc2S3)CC1	-8%	1%	-1%	1%	-18%	20%	-4%	.	4
Cc1ccc(NC(=O)CN(C)Cc2ccc(F)cc2)c([N+](=O)[O-])c1	-24%	-5%	0%	-8%	-7%	-18%	34%[activator]	1%	-3
Nc1cc(C(=O)N/N=C/c2cccc([N+](=O)[O-])c2)n[nH]c1=O	?	-15%	3%	-3%	-21%	?	38%[activator]	-2%	-13
COc1ccc(CC(=O)OCC(=O)NCC2CCCO2)cc1OC (stereo unspecified)	-13%	.	-4%	.	-8%	.	-1%	60%[activator]	-2
CCn1nc(C(=O)O)c(=O)c2cc3c(cc21)OCO3	-5%[60.1 µM]	-12%	-4%&1%&-4%&-6%&-3%	-8%	-7%	5%	1%[58.9 µM]	6%	5
C=CCOc1ccc(/C=C2/C(=N)N3N=C(CC(=O)N4CCCC4)SC3=NC2=O)cc1OC	?	-4%	6%	216%[activator]	6%	3%	?	-18%	-1
Cc1ccc(C)c(CN2C(=O)c3ccccc3S(=O)(=O)c3ccc(C(=O)Nc4ccccc4C(F)(F)F)cc32)c1	-21%	-10%	-2%	-20%	-10%	5%	16%	.	0
O=c1onc(-c2cccs2)n1Cc1ccccc1	-12%	-3%	0%	-10%	-7%	-10%	?	-3%	-3
COc1ccc(CC(=S)N2CCOCC2)cc1	-5%	2%	-2%	-2%	3%	-1%	4%	2%	-8
CCCCN(C)CCCN1C(=O)C2C(C(=O)Nc3cccc(OC)c3)C3C=CC2(O3)C1C(=O)NC1CCCCC1C (stereo unspecified)	-2%	0%	-4%	-4%	-1%	43%	99%[activator]	-6%	-9
O=C(CCCC(=O)N(c1ccc(F)cc1)C(C(=O)NC1CCCC1)c1ccc(O)cc1)Nc1ccccn1 (stereo unspecified)	-9%	-6%	-1%	-9%	7%	6%	6%	-9%	-6
O=S(=O)(Nc1ccc2c(c1)nc1n2CCN(Cc2ccccc2)C1)c1ccccc1	-7%	-12%	-5%	-11%	-4%	23%	?	4%	-3
Cc1ccc(C(=O)N/C(=C/c2ccco2)C(=O)Nc2cccc(C(=O)O)c2)cc1	?	2%	-2%	-6%	22µM*	1%	?	11%	0
CCn1c(SCC(=O)c2[nH]c(C)c(C(C)=O)c2C)nnc1-c1cccs1	6%	-6%	-4%	-18%	-11%	28%	17%	19%	-4
CCOC(=O)N1CCN(C(=O)CSc2nnc(-c3ccccc3OC)o2)CC1	-17%	2%	0%	-9%	-19%	2%	3%	-1%	-2
Cc1ccccc1CN1C(=O)[C@@H]2Cc3c([nH]c4ccccc34)C(C)(C)N2C1=O	1%	.	-2%	.	-7%	.	-11%	.	-3
O=S(=O)(c1cccc(F)c1)N1CCN(C(=S)NCC2CCCO2)CC1 (stereo unspecified)	-13%	-1%	-1%	-2%	2%	27%	16%	14%	-10
Cc1ccc(NC(=O)Cn2c(=O)ccc3cc(S(=O)(=O)N4CCC(C)CC4)ccc32)cc1C	-7%[60.1 µM]	0%	-3%	?	-2%	-1%	?	.	-2
O=C(COC(=O)CCc1ccccc1)NCc1ccccc1	-17%	.	-1%	.	-23%	.	28%	-3%	-4
CC(=O)NCCn1c(SCc2ccccc2C)nc2ccccc2c1=O	-6%	-4%	0%	-4%	-1%	1%	12%	0%	0
N/C(=N\OC(=O)c1ccccc1Br)c1cccc([N+](=O)[O-])c1	7%	-3%	0%	-8%	-15%	25%	17%	-5%	-2
COc1cccc(CN2CCN(S(=O)(=O)c3ccc(NC(C)=O)cc3)CC2)c1OC	1%	-4%	1%	-13%	-22%	3%	76%[activator]	6%	-16
COCCOC(=O)C1=C(C)N(c2ccccc2)C(=O)NC1c1cccc([N+](=O)[O-])c1 (stereo unspecified)	-10%	2%	-4%	-7%	?	33%	9%	?	-1
Cc1ccc(S(=O)(=O)NCCC(=O)NCc2ccccc2)cc1	2%	2%	-3%	-7%	-3%	14%	0%[58.9 µM]	-9%	-4
CCc1ccc(/C=C2\SC(=S)N(CCCC(=O)Nc3ccc(C(=O)O)cc3)C2=O)cc1	8%	-7%	-15%	-11%	-10%	-12%	?	53%[activator]	2
CC(=O)N1CC2([N+](=O)[O-])CN(C(C)=O)CC([N+](=O)[O-])(C1)C2(C)C	-3%	1%	0%	0%	-3%	1%	-18%	4%	-14
Cc1ccc(-n2c(O)c(C=NCc3ccccn3)c3ccccc3c2=O)cc1C	-14%	-17%	-3%	-1%	-19%	15%	-8%	0%	-6
CCOc1ccc2nc(NC(=O)CN3CCN(C)CC3)sc2c1	-11%	-5%	7%	-12%	-15%	2%	19%	-4%	2
Cc1cccc(CSc2nnc3[nH]c(=O)cc(-c4ccccc4)n23)c1	-5%[60.1 µM]	-3%	-3%	7%	10%	-3%	0%	.	-2&-1
O=[N+]([O-])c1c(NCCCO)cc(Sc2ccc(Cl)cc2)c2nonc12	-15%	-3%	17%	-8%	-7%	25%	25%	0%	17
CN(Cc1ccccc1)C(=O)COC(=O)c1ccc(=O)n(Cc2ccccc2)n1	-11%	.	-4%	.	-14%	.	16%	1%	-11
O=C(Cn1ncc2c3ccccc3n(Cc3ccccc3F)c2c1=O)N1CCCCCC1	2%	-4%	-1%	-17%	-13%	2%	9%	.	-6
COCCN(Cc1ccccc1)C(=O)C1CCN(S(=O)(=O)c2ccc(OC)c(OC)c2)CC1	-9%	.	0%	.	0%	.	34%[activator]	10%	-6

Full records, looked up by structure.
Cc1ccc(C(=O)N/C(=C/c2ccco2)C(=O)Nc2cccc(C(=O)O)c2)cc1 as listed: POLK inh: ?; BLM helicase inh: 2%; GRP78 ERSR act: -2%; Apoferritin bind: -6%; POLH inh: 22µM*; Pol beta inh: 1%; POLI inh: ?; APE1 inh: 11%; LDHA block: 0
O=[N+]([O-])c1c(NCCCO)cc(Sc2ccc(Cl)cc2)c2nonc12 as listed: POLK inh: -15%; BLM helicase inh: -3%; GRP78 ERSR act: 17%; Apoferritin bind: -8%; POLH inh: -7%; Pol beta inh: 25%; POLI inh: 25%; APE1 inh: 0%; LDHA block: 17

These rows are one share of the data; rates above refer to the full screens.
